# Bioassay records deposited in PubChem BioAssay by several laboratories.
# DAX1 inh-1 – blocks DAX1 repression of SF-1 activated StAR promoter. HEK293T StAR-luciferase reporter, SF-1/DAX-1 repression relief. inhibition, % at 6.8 µM. hit rate 1.1% among 370,000. AID 652010;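 active means inhibition above the mean over all tested compounds plus 3 SD, cut at about 3.6% in these data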;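 further: 0% = DAX-1 cells with DMSO and 100% = cells lacking DAX-1 with DMSO; higher inhibition means more luminescence from relief of DAX-1 repression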
# ssDAF-12 act – activators of S. stercoralis DAF-12 nuclear receptor; HEK293 ssDAF-12/GRIP1 lit1-tk-luc reporter, luminescence; % of 3 µM dafachronic acid response; activation, % at 6.8 µM; hit rate 1% among 370,000;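 active means activation above the mean over all tested compounds plus 3 SD, cut at about 0.9% in these data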;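 further: 0% = DMSO-only wells and 100% = 3 µM delta7-dafachronic acid wells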
# KLK7 zymogen act – proKLK7 (human) activation, primary screen; activation, % at 7 µM; P49862; hit rate 0.9% among 370,000; purified proKLK7, EDANS-DABCYL substrate fluorescence; 100% is mature enzyme control, 0% vehicle; AID 652039;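 active means activation above the mean of all tested compounds plus 3 SD, computed per campaign excluding outliers beyond control limits, cut at about 13% in these data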
# Target sequence (P49862 whole entry, looked up): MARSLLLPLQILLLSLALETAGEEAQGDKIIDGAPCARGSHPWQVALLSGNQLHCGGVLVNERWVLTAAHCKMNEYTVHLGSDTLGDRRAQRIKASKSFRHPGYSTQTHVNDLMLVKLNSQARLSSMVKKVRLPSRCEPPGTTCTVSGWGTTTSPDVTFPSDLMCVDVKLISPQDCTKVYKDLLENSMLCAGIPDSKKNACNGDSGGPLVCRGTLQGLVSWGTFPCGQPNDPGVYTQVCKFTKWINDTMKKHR
# hgDAF12 agonist – hgDAF-12 agonism, primary luciferase screen; HEK293 GAL4-hgDAF12 UAS-luciferase reporter, agonist luminescence; normalized to butyrate control; activation, % at 6.8 µM; hit rate 1.8% among 370,000;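 active means activation above a cutoff set at the mean of all screened compounds plus 3 SD, cut at about 10% in these data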;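 further: 0% = DMSO wells and 100% = sodium butyrate wells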
# SMARCA2 activ – increases SMARCA2 function in MMTV reporter cells; MG213 cells, MMTV-luciferase reporter, dexamethasone, overnight; activation, % at 9.1 µM; hit rate 1% among 370,000; AID 652017; in the data active means activation above about 7.8%;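 further: 0% = vehicle wells and 100% = reference activator wells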
# HGIII-sPLA2 inh – Blocks human group III sPLA2 activity; Q9NZ20; QFRET BODIPY PC-A2 liposome hydrolysis, fluorescence; inhibition, % at 12.2 µM; hit rate 0.56% among 370,000;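 active means inhibition above mean plus 3 SD of compounds lying within the high and low control bounds, cut at about 19% in these data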;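 further: 0% = median of test compound wells and 100% = no enzyme DMSO wells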
# Target sequence (Q9NZ20 whole entry, looked up): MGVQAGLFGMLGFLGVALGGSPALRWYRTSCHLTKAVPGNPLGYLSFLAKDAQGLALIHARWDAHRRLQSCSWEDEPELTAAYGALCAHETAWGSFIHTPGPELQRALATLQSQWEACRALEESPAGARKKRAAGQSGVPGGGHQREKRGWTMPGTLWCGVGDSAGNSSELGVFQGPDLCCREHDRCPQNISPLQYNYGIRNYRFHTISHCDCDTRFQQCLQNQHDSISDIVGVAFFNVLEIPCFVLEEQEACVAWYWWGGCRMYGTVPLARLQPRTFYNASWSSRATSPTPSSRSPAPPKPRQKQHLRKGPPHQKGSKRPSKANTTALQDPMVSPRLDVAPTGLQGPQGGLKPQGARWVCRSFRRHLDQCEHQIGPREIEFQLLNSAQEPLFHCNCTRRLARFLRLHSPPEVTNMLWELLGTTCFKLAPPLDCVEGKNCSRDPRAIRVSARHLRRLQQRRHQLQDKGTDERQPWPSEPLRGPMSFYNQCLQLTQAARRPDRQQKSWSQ
# DAX1 inh-2 – NR0B1 (DAX1) inhibition; HEK293 Gal4-DAX1 luciferase reporter, luminescence; AID 504766; P51843; inhibition, % at 6.75 µM; hit rate 0.99% among 340,000;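 active means inhibition above the mean over all tested compounds plus 3 SD, cut at about 4.2% in these data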;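 further: 0% = DAX1-transfected cells with DMSO and 100% = empty-vector control cells with DMSO; inhibition shows as a rise in luminescence from relieved DAX1 repression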
# Target sequence (P51843 207-470 limits assumed): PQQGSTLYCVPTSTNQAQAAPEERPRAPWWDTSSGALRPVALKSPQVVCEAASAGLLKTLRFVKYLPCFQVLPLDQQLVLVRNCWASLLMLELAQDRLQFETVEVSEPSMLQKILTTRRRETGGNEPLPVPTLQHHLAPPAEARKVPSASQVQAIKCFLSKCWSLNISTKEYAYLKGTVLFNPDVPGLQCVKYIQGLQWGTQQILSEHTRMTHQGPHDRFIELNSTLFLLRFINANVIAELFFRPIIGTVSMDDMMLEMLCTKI
# NPR2 activator – GC-B (human) receptor activation | hit rate 0.11% among 370,000 | P20594 | HEK293-GC-B cells, CNP EC30, cGMP TR-FRET; 0% at EC30 CNP, 100% saturating CNP | activation, % at 10 µM;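 active means activation at 10 µM reaching about 35% in either raw or pattern-adjusted values, limit read from the data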
# hcDAF-12 act – H. contortus DAF-12 activation, primary screen; HEK293 hcDAF-12 lit1-tk-luc reporter, luminescence; 0% DMSO, 100% Δ7-dafachronic acid; activation, % at 6.8 µM; hit rate 1.4% among 370,000; AID 652067;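 active means activation above the mean of all tested compounds plus 3 SD, cut at about 5.5% in these data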;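 further: 100% = response to 3 µM Δ7-dafachronic acid high control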
# NPR1 activator – GC-A (human) enzyme activation; activation, % at 10 µM; hit rate 0.14% among 370,000; HEK293 GC-A cells, cGMP TR-FRET, EC30 ANP; 0% at EC30 ANP, 100% saturating ANP; P16066; in the data active means activation above about 40%
# FXN GAA850 act – increases GAA850 frataxin promoter reporter activity | HEK293 lucGAA850 FXN promoter luciferase reporter, 24 h; percent of 10 µM SAHA response | activation, % at 6 µM | hit rate 0.56% among 360,000;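 active means activation above the average of all compounds screened plus 3 SD, cutoff fixed separately per campaign, cut at about 7.5% in these data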;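 further: 0% = DMSO wells and 100% = 10 µM SAHA wells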
# The depositor's hits bear a star; . = not tested or not shown. The order is random. Share with any hit: about 6.7%.
Molecule,DAX1 inh-1,ssDAF-12 act,KLK7 zymogen act,hgDAF12 agonist,SMARCA2 activ,HGIII-sPLA2 inh,DAX1 inh-2,NPR2 activator,hcDAF-12 act,NPR1 activator,FXN GAA850 act
COc1ccc2cc(CN(Cc3cccs3)Cc3nnnn3Cc3ccccc3)c(=O)[nH]c2c1,-0.8,-1.7,9.2,1.9,-2,-42,0.9,-5,0.1,-6,-2.0
CC(OC(=O)c1nc(Cl)ccc1Cl)C(=O)NCc1ccccc1 (stereo unspecified),0.6,-0.3,0.5,-0.7,1,6,0.9,4,1.4,4,-0.8
CSc1nc(=NC(C)=O)ss1,-0.2,-1.1,0.2,-2.1,-1,3,-0.2,9,-1.6,9,-2.1
COc1ccccc1C(C)NC(=O)Cc1ccsc1 (stereo unspecified),0.8,-1.5,0.1,0.3,-3,3,-1.0,4,-0.1,-2,-0.2
CC(C)(C)c1nc(S(=O)(=O)c2ccc(Cl)cc2)c(N2CCOCC2)o1,-0.3,-0.7,0.5,-1.9,-2,3,-1.4,0,-0.2,-2,0.4
O=C(CNC(=O)c1ccccc1Cl)NCCc1cccs1,-0.1,-0.8,0.1,3.8,-3,8,1.4,0,0.0,0,0.9
COC(=O)c1sccc1S(=O)(=O)Nc1ccc(C(O)(C(F)(F)F)C(F)(F)F)cc1,0.2,-0.3,0.2,0.3,7,-17,.,0,-1.0,-4,2.0
O=C(N/N=C/C1CC2CCC1C2)c1ccc2c(c1)OCO2 (stereo unspecified),1.0,-0.6,-0.1,8.7,8.2*,-2,1.6,3,0.0,0,2.0
C/C(CCc1oc2ccc(Cl)cc2c1-c1ccc(C)o1)=N\O,-0.8,-0.9,0.8,-1.9,-5,-31,1.1,-4,-0.5,3,-0.2
CN(C)/C=N/c1ncc(-c2ncc(C(F)(F)F)cc2Cl)cn1,-0.1,-0.8,-0.3,-2.9,0,-1,-0.3,-3,0.5,1,2.5
Cc1ccccc1NC(=O)CSc1nnc(Cc2ccccc2)o1,0.7,-0.9,0.1,1.0,-4,0,-0.9,0,-0.7,-1,-0.5
COc1ccc(-c2oc3ncnc(N)c3c2-c2ccccc2)cc1,-1.1,-1.9,-0.8,-2.2,-3,3,0.1,-28,-1.3,-43,3.0
O=C(CCCN1C(=O)c2ccccc2C1=O)Nc1ccccc1,-0.1,-1.5,0.2,3.9,-4,2,1.7,2,-0.7,-5,-0.6
COCc1ccc(CN2CCC(n3nccc3NC(=O)CCOc3ccccc3)CC2)o1,-0.8,-0.6,-0.6,-0.4,4,-13,0.5,2,1.0,-4,0.4
CCCC/C=C1/C(c2ccccc2)N(Cc2ccc(OC)cc2OC)C2=NC(c3ccccc3)CC(=O)N21 (stereo unspecified),.,-2.1,.,4.6,.,-2,.,-5,-0.6,-3,.
COCCCNC(=O)c1ccc(Cn2c(=O)c3ccccc3n(Cc3ccccc3C)c2=O)cc1,0.0,-1.8,-0.1,-3.5,-2,0,0.4,8,-1.2,14,-2.1
O=C(O)c1ccccc1-c1csc(-c2ccccc2)n1,0.9,-0.3,-0.3,3.5,5,-3,0.5,-4,3.8,5,1.3
Cc1ccc(S(=O)(=O)Nc2ccc(N=Nc3ccc(O)cc3)cc2)cc1,0.2,-1.4,-0.4,-1.5,-4,-64,-1.3,-2,-1.3,-5,1.4
O=C(C1=COCCO1)N(Cc1nnc(-c2ccccc2Cl)o1)C1CC1,-0.2,-1.6,-0.2,0.3,-3,-1,0.0,4,-0.5,0,1.0
CC12CC(O)C3c4ccc(O)cc4CCC3C1CC/C2=N\O (stereo unspecified),-0.2,-1.0,0.2,-3.2,5,-4,-0.8,4,0.3,4,0.0
C=CCSc1nnc2c(n1)OC(c1cccnc1)N(C(C)=O)c1ccccc1-2 (stereo unspecified),-0.5,-1.7,-0.8,-0.4,2,-1,1.7,-1,-2.5,-1,2.1
O=C(CSc1ncn[nH]1)NCc1ccccc1,-0.1,-0.8,0.1,1.7,1,-8,0.7,-10,-0.3,1,0.3
O=C(NCC1CCCCC1)NCC1CCCCC1,1.5,-0.7,0.2,2.2,3,1,2.1,1,0.7,1,-0.4
CC(=O)N1CCN(Cc2nc3cc(NC(=O)Nc4ccccc4)ccc3n2C)CC1,0.0,-1.9,0.3,2.1,0,-4,0.3,2,0.0,2,0.9
O=C(C1CCCN(S(=O)(=O)c2cc(Cl)ccc2Cl)C1)N1CCCC1 (stereo unspecified),-2.7,-0.9,0.6,-4.8,1,0,-0.2,4,-3.6,3,1.2

# The list goes on.
Molecule,DAX1 inh-1,ssDAF-12 act,KLK7 zymogen act,hgDAF12 agonist,SMARCA2 activ,HGIII-sPLA2 inh,DAX1 inh-2,NPR2 activator,hcDAF-12 act,NPR1 activator,FXN GAA850 act
Cc1cccc(C(=O)NCCc2ccc(S(N)(=O)=O)cc2)c1[N+](=O)[O-],0.2,-1.0,0.3,1.2,-1,-1,-0.1,8,1.8,3,1.0
Cc1cccc(NC(=O)c2sc(-c3ccccc3)nc2-c2ccc([N+](=O)[O-])cc2)c1,-0.3,-1.2,-0.2,-5.1,0,0,-1.0,-2,0.0,-3,0.7
CCOc1ccc(C=NNC(=O)c2cc(-c3ccc(Cl)cc3)n[nH]2)cc1,-3.5,-1.6,-3.7,5.3,-1,3,.,-9,-2.2,2,.
CCOC(=O)N1CCN(C(=O)C[C@@H]2C(=O)N3CCCC4=C3[C@@]2(C(=O)OCC)CCC4)CC1,-0.1,-1.2,0.1,1.1,0,-1,.,0,-0.5,-3,.
CCC(C(=O)NCc1cccnc1)n1nc(C)c2sc3ccccc3c2c1=O (stereo unspecified),-0.2,-1.1,0.1,-0.7,-1,3,0.5,-2,0.7,-1,0.4
CCOC(=O)CSC1=Nc2ccccc2C2=NC(CC(=O)NCc3ccc(OC)cc3)C(=O)N12 (stereo unspecified),-1.1,-0.7,0.5,0.3,-1,-16,-1.2,-4,-0.6,-8,-0.5
COc1ccc(-c2ccc(CCC(=O)O)n2-c2ccccc2OC)cc1,-0.9,-0.1,0.4,5.2,1,-24,-0.7,4,0.8,-1,-3.3
CCOC(=O)C(NC(=O)OC(C)C)(Nc1nccs1)C(F)(F)F (stereo unspecified),0.5,-1.0,0.1,1.2,0,6,0.0,8,-0.7,4,0.7
CC(C)(C)SCCNC(=O)CN1C(=O)c2cccc3cccc1c23,-0.5,-0.8,1.5,-3.1,0,1,0.4,-3,-0.4,-5,1.7
CC(C)NC(=O)N1Cc2cc(C(=O)NCC(F)(F)F)nc(-c3cccc(-c4cc5ccccc5o4)c3)c2[C@@H]1CCO,-3.6,-1.4,-0.1,-3.5,-7,-19,.,8,-0.9,7,.
Cc1ccc(S(=O)(=O)N(C)CC(=O)N2CCOCC2)cc1,0.8,-0.5,-0.3,1.8,-2,-3,0.5,4,-1.2,4,0.8
Cc1cc(C)nc(NCC(O)CNc2ccccc2C)n1 (stereo unspecified),-0.3,-1.1,-0.3,1.4,-2,10,0.7,0,-2.1,2,-0.4
CCN(CCn1cccn1)Cc1nc(-c2ccc(OC)cc2)no1,0.5,-1.9,0.6,1.1,0,0,-1.4,-3,1.5,0,-3.1
Nc1nnc(CC(=O)N/N=C/c2cccc([N+](=O)[O-])c2)s1,-0.1,-1.0,0.5,1.4,1,-1,-0.7,1,-1.4,0,1.1
CCCCn1c(N)c(N(CCC(C)C)C(=O)COC(=O)c2ccc([N+](=O)[O-])s2)c(=O)[nH]c1=O,-1.4,-1.7,-0.1,-3.8,-1,0,-2.2,-1,-1.6,-6,0.0
C/C(=N\NC(=O)c1cccc(N/N=C(\C)c2ccc([N+](=O)[O-])cc2)c1)c1ccc([N+](=O)[O-])cc1,-0.1,-0.1,0.1,2.8,-3,5,0.7,2,2.2,-3,3.3
COc1ccc(C(=O)N2CCCCC2c2cc(C(=O)NCc3cccnc3)no2)cc1 (stereo unspecified),0.5,-1.0,-0.2,-2.8,-2,1,.,-1,-0.8,2,0.4
Nc1nn(-c2ccccc2)c(N)c1N=Nc1cccc(F)c1,0.3,0.2,0.1,19*,0,12,.,-5,6.0*,4,0.2
Cc1cc(-n2c(C)cc(C(=O)COc3ccc([N+](=O)[O-])cc3)c2C)no1,-0.8,-1.5,-0.8,-2.5,-2,0,0.9,-3,0.2,6,0.2
Cc1cc(C)c(S(=O)(=O)c2ccccc2)c(Cl)n1,0.0,-1.5,0.8,-1.3,0,4,0.5,-1,-1.3,1,1.5
COc1ccccc1C(=O)NCC(=O)OCC(=O)Nc1ccc2[nH]c(=O)[nH]c2c1,-0.2,-0.8,-0.6,-2.7,-3,5,3.0,-1,-0.6,-1,0.5
Cc1ccccc1NC(=S)N1CCN(Cc2ccc3c(c2)OCO3)CC1,0.5,-2.0,0.2,0.9,-1,6,-1.0,0,-0.2,-1,0.6
CN(CC(=O)Nc1ccc(F)cc1)C(=O)c1ccc2ccccc2n1,0.9,0.2,-0.3,1.2,-1,9,0.8,0,6.0*,3,-1.5
OCCN1CCN(c2ncnc3c2ncn3[C@H]2CN(Cc3cccs3)C[C@@H](CO)O2)CC1,0.4,-0.8,-0.2,-0.2,2,6,.,-1,1.5,-2,-1.6
O=C(COC(=O)Cn1cnc2ccccc21)Nc1ccc2c(c1)OCCO2,0.8,-1.1,0.5,1.4,0,1,0.3,1,0.6,-2,1.9

# More structures
Molecule,DAX1 inh-1,ssDAF-12 act,KLK7 zymogen act,hgDAF12 agonist,SMARCA2 activ,HGIII-sPLA2 inh,DAX1 inh-2,NPR2 activator,hcDAF-12 act,NPR1 activator,FXN GAA850 act
CN1C(=O)C(CC(=O)NCC2CCCCC2)SC1=Nc1ccccc1 (stereo unspecified),-0.2,-1.8,-0.3,5.4,-3,-4,-1.8,2,0.6,-3,-2.0
Cc1sc(-n2c(C)ccc2C)c(C#N)c1C,0.8,-1.4,-0.1,-0.1,-2,-1,0.7,3,1.5,4,3.0
COC(=O)c1cc(OC)c(OC)cc1NC(=O)CCNC(=O)c1ccco1,0.0,-0.1,0.3,1.0,0,-15,0.1,-1,-1.0,-8,4.0
CCn1c(CNC(=O)c2ccc(OC)c(OC)c2)nnc1SCC(=O)c1ccc(OC)cc1,-0.7,-1.1,0.3,-1.4,0,1,0.0,6,-1.2,1,-1.8
CCCC1CCC(=NNS(=O)(=O)c2ccc(C)c([N+](=O)[O-])c2)CC1 (stereo unspecified),-0.2,-0.8,-0.1,2.4,2,1,-0.2,-3,-0.7,0,0.2
CCOC(=O)Cn1c(C)cc(COC)c(C#N)c1=O,-1.0,-1.6,-2.0,5.1,4,-1,-1.2,-3,-0.1,-1,0.6
O=C(Cn1ccc([N+](=O)[O-])n1)N1CCCc2ccccc21,1.8,-0.8,-0.7,3.2,-2,13,0.7,-6,4.6,-1,0.1
O=C(c1ccccc1Cl)N1CCN(c2ncccn2)CC1,0.9,-0.9,0.6,2.0,4,-2,.,7,-1.5,1,-0.6
Brc1ccc(NCc2cccc3ccccc23)nc1,-0.5,-1.4,-0.7,-1.3,0,-5,-1.2,-15,-1.6,1,1.5
